ALOX12 inh: Primary qHTS assay for inhibitors of human arachidonate 12S-lipoxygenase (ALOX12): Round 2; Polyunsaturated fatty acid lipoxygenase ALOX12 (Homo sapiens), P18054; purified 12hLO, xylenol orange hydroperoxide absorbance; Potency, µM (highest dose often 108 µM), without a hit: at the top dose activity change, negative = inhibition, actives largely listed as inhibitors; actives 1.1% (n = 580,000); AID 1671190, 2021; also: % is scaled to controls: 0 for no effect and ±100 for the full control effect
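Purified human 12hLO (150 nM final) in 25 mM Hepes, 0.01% Triton X-100, pH 7.0 was preincubated 15 min at room temperature with compound. Then 40 uM arachidonic acid was added, 30 min. Hydroperoxide was read by Fe-XO absorbance ratio 573/405 nm.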
HP1b binding inh: HTS for Inhibitors of HP1-beta Chromodomain Interactions with Methylated Histone Tails | Chromobox protein homolog 1 (Homo sapiens), P83916 | AlphaScreen HP1-beta / biotin-H3K9me3 peptide binding | Potency, µM (doses to about 114 µM), for the others: top-dose activity change, negative = inhibition, hits mostly inhibitors | actives 0.56% (n = 390,000); also: nearly all actives have a fitted effect of over 70% in size; inactives centre near 23
Target sequence (P83916 whole entry, looked up): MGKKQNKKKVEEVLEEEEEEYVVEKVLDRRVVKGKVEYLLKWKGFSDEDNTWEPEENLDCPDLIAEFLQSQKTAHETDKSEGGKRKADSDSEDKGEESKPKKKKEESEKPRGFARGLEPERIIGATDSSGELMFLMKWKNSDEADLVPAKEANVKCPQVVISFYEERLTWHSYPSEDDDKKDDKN
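AlphaScreen: HP1-beta (50 nM) preformed 30 min with biotin-H3(1-18)K9me3 peptide (50 nM) in PBS pH 7.4, 0.01% Tween-20. Compound added for 30 min at RT, then streptavidin donor/nickel chelate acceptor beads (10 ug/mL) for 30 min.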
rTrxR1 inhibitor: qHTS Assay for Inhibitors of Mammalian Selenoprotein Thioredoxin Reductase 1 (TrxR1): qHTS | Thioredoxin reductase 1, cytoplasmic (Rattus norvegicus), O89049 | recombinant rTrxR1, NADPH fluorescence consumption, selenite substrate | Potency, µM (titrated, usually from 114 µM), for the others: top-dose activity change, negative = inhibition, actives largely listed as inhibitors | actives 1% (n = 390,000) | AID 588453, 2011; also: % is scaled to controls: 0 for no effect and ±100 for the full control effect; nearly all actives have a fitted effect of over 65% in size
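Rat TrxR1 (90 nM in the dispensed reagent) was pre-reduced with 400 uM NADPH for 5 min at room temperature, then incubated with compound for 15 min. After 400 uM selenite was added, NADPH fluorescence (Ex 340/Em 450 nm) was followed for 8 min.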
RGS4 inh: Inhibitors of Regulator of G Protein Signaling (RGS) 4: qHTS | Transcreener GDP fluorescence polarization, RGS4-accelerated GTP hydrolysis | Potency, µM (titrated, usually from 114 µM), for the others: at the highest dose activity change, negative = inhibition, actives largely listed as inhibitors | actives 0.039% (n = 390,000); also: % is scaled to controls: 0 for no effect and ±100 for the full control effect; nearly all actives have a fitted effect of over 75% in size; some results filed as inactive show a strong effect at the top dose
Target sequence (P49798 whole entry, looked up): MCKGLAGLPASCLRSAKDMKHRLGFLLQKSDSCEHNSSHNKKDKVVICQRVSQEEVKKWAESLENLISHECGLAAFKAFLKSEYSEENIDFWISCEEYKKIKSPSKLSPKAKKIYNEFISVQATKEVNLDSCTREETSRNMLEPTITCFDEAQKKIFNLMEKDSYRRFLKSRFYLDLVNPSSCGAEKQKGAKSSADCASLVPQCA
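MLSMR compounds (23 nl, pin-transferred) preincubated 10 min at room temperature with a 500nM (2x) first reagent, then RGS4 at 900nM (2x) plus Transcreener GDP mix added; fluorescence polarization (620/688 nm) read before and after 90 min at 30 °C.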
JMJD2A Tudor: qHTS Assay for Inhibitors of JMJD2A-Tudor Domain. Lysine-specific demethylase 4A (Homo sapiens), O75164. AlphaScreen JMJD2A-Tudor / H3K4me3 peptide binding. Potency, µM (highest dose often 114 µM), inactives show top-dose activity change, negative = inhibition, most hits filed as inhibitors. actives 4.4% (n = 390,000). AID 504339, 2011; also: % is scaled to controls: 0 for no effect and ±100 for the full control effect; nearly all actives have a fitted effect of over 50% in size
PGK inhibitor: qHTS Assay to Find Inhibitors of Phosphoglycerate Kinase; Phosphoglycerate kinase, glycosomal (Trypanosoma brucei brucei), P07378; PGK/GAPDH coupled, Kinase-Glo luminescence, 60 min; Potency, µM (top dose mostly 57.5 µM), inactives show top-dose activity change, negative = inhibition, most hits filed as inhibitors; actives 0.043% (n = 380,000); also: % is scaled to controls: 0 for no effect and ±100 for the full control effect; nearly all actives have a fitted effect of over 60% in size
Target sequence (P07378 whole entry, looked up): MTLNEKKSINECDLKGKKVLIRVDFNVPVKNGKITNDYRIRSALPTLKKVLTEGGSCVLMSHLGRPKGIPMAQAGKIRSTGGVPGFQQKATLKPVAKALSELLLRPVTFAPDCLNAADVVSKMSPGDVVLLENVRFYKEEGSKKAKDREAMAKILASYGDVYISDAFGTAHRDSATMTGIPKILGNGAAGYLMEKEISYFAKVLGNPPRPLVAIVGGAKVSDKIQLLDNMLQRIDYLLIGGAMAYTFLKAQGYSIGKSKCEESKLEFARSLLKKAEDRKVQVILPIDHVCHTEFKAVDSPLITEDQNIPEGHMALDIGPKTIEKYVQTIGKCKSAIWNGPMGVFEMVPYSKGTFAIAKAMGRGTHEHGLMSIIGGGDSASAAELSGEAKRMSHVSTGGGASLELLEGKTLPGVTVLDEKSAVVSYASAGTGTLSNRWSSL
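Recombinant glycosomal PGK reaction used 1,3-bisphosphoglycerate generated in-well by GAPDH (100nM final) in 100mM TEA pH 7.6, 5mM MgCl2, 0.01% Tween-20. After 60 minutes at room temperature, ATP was read by Kinase-Glo Plus luminescence end-point.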
ERG Ets-DNA blk: qHTS for Small Molecule Inhibitors of the ERG Ets/DNA interaction; Transcriptional regulator ERG (Homo sapiens), P11308; fluorescence polarization, His-ERG Ets domain / labelled DNA; Potency, µM (series often up to 76.9 µM), inactives show at the highest dose FP activity, negative = inhibition, most hits filed as inhibitors; actives 0.028% (n = 370,000); active = well fitted inhibition curve with a large enough effect in the polarisation, with a control signal flat; inconclusive = small, poorly fitted or top-dose-only effect, or effect the other way, or a change in a side signal; inactive = no such curve, though single readings can be large or run the other way; the % refers to the polarisation;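 also: polarization taken with two DNA probes labelled with fluorescein and Texas red; % of control where 0% means no effect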
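His-tagged ERG Ets domain (1 uM in the protein solution; 300mM KCl, 50mM Tris-HCl, 1mM EDTA, 1mM DTT, pH 7.5) received compound, then a probe mix of 5 nM fluorescein-DNA and 100nM Texas-615-DNA. Fluorescence polarization was read for both dyes.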
Pin1 inh: qHTS Assay to Find Inhibitors of Pin1 | Peptidyl-prolyl cis-trans isomerase NIMA-interacting 1 (Homo sapiens), Q13526 | Potency, µM (top dose mostly 115 µM), for inactives: top-dose activity, negative = inhibition, hits mostly inhibitors | AID 504891, 2011 | Pin1 FP peptide displacement, HiFluor488, 10 min | actives 0.009% (n = 390,000); active = well fitted inhibition curve with a large enough effect in the polarisation, with a control signal flat, not every such curve was filed as active; inconclusive = small, poorly fitted or top-dose-only effect, or effect the other way, or a change in a side signal; inactive = no such curve, though single readings can be large or run the other way; the % refers to the polarisation; also: % is scaled to controls: 0 for no effect and ±100 for the full control effect
Target sequence (Q13526 whole entry, looked up): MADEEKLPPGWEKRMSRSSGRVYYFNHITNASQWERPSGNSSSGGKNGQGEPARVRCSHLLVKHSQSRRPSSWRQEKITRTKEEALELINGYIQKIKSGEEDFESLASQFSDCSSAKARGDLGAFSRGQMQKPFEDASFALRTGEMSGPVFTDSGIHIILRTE
GLS inhibitor: qHTS for Inhibitors of Glutaminase (GLS); actives 0.21% (n = 410,000); Glutaminase kidney isoform, mitochondrial (Homo sapiens), O94925; GLS enzymatic activity, qHTS titration; AID 624170, 2012; Potency, µM (doses to about 45.5 µM), inactives show at the top dose activity change, negative = inhibition, hits mostly inhibitors; also: % is scaled to controls: 0 for no effect and ±100 for the full control effect
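Read-out is an Amplex red fluorescence increase coupled through glutamate oxidase and HRP, measured before and after 30 min room-temperature incubation. hKGA is in 45 mM KH2PO4 (pH 8.2) with 0.02% Tween-20; glutamine added as 1mM solution.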
Active calls of the source: *; i = inactive; ? = inconclusive; nt = not tested or not shown; & = joins results of further samples; [ ] = remark or other dose. Unless noted, calls follow the shape of the dose curve; as a rule, active = well fitted curve in the direction sought with a large enough effect; inconclusive = small, poorly fitted or top-dose-only effect, or another doubt; inactive = no such curve, though single readings can be large; an effect the other way counts as inactive or inconclusive. Potency is read from the fitted curve at half-maximal effect. Some of the compounds tested; count on the stated rates, not on these rows.

SMILES	ALOX12 inh	HP1b binding inh	rTrxR1 inhibitor	RGS4 inh	JMJD2A Tudor	PGK inhibitor	ERG Ets-DNA blk	Pin1 inh	GLS inhibitor
CCc1ccc2oc(C(=O)Nc3c(C)n(C)n(-c4ccccc4)c3=O)cc(=O)c2c1	15%&-20%	30%	-1%	30%	-11%	i	2%	4%	1%
CON/C=C(\C=Nc1ccc(Cl)cc1)c1ncc(C(F)(F)F)cc1Cl	-5%	-9%	-8%	23%	-6%	-7%	2%	6%	2%
Cc1c(NC(=O)COC(=O)c2c3c(nc4ccccc24)CCCC3)c(=O)n(-c2ccccc2)n1C	-17%	44%[activator]	16%	-12%	-7%	-1%	-3%	-2%	7%
O=C(COC(=O)CNS(=O)(=O)c1ccc(Br)cc1Cl)NCCc1ccccc1	?	20%	2%	1%	-7%	8%	-11%	-4%	8%
CN(CC(=O)NCCc1ccccc1)S(=O)(=O)c1cccc2nsnc12	-24%	32%[activator]	-10%	-19%	-17%	0%	nt	0%	7%
COc1cc(C(=O)Nc2ccc(-n3c(C)nc4ccccc4c3=O)cc2)cc(OC)c1OC	-14%	-7%	22%[57.1 µM]	8%	?	-6%	6%	-6%	-11%
Cc1ccc(N=Nc2c(N)nn3c(C)cc(C)nc23)cc1	1%	13%	-7%	-16%	-8%	1%	1%	2%	2%
COC(=O)c1onc(-c2ccccc2)c1C(=O)OC	17%	50%[activator]	2%	1%	6%	3%	0%	-2%	12%
CCOc1ccc(NC(=S)N2CCC(NC(=O)c3ccco3)CC2)cc1	-10%	4%	8%[57.1 µM]	2%	1%	2%	-3%	-4%	-7%
Cc1nc(SCc2nc3ccccc3[nH]2)c2oc3ccc(Br)cc3c2n1	10%	45%[activator]	-7%[57.1 µM]	-1%	-8%	10%	nt	?	-1%
Cc1cc(C)nc(Sc2ccc(/C=C(\C#N)C(=O)Nc3ccccc3)o2)n1	9%	16%	-2%	-15%	-30%	5%	nt	22%	4%
O=C(c1ccco1)N1CCN(S(=O)(=O)/C=C/c2ccccc2)CC1	9%	22%	22%	5%	-5%	5%	-9%	-1%	-2%
Cc1c(O)ccc(C(=O)CN2CCN(c3ccccc3F)CC2)c1O	nt	43%[activator]	24%	-10%	7%	i	3%	5%	5%
Cc1ccc(CN2CCN(/N=C\c3cccc([N+](=O)[O-])c3)CC2)cc1	-21%	35µM*	6%[57.1 µM]	-2%	45µM*	-1%	1%	5%	0%
Cc1ccc2c(c1)N(CC(=O)NCCc1ccc(Cl)cc1)C(=O)c1cccnc1O2	171%&-14%[activator]	24%&6%	2%&-7%	2%&-19%	-15%&1%	-3%&3%	10%&-3%	2%&-2%	12%&-8%
C=C(C)Cn1c(C)cc(C)c(S(=O)(=O)c2ccc(C)cc2)c1=O	21%	145%[activator]	29%	11%	63%[activator]	-3%	-6%	8%	-6%
COc1ccccc1N1CCN(C(c2cccs2)C(C)NS(=O)(=O)c2ccccc2)CC1 (stereo unspecified)	13%	18%	2%[57.1 µM]	12%	-30%	12%	-1%	7%	13%
Cc1ccc(-n2c3nc(=O)[nH]c(=O)c-3cc3c(C)nn(-c4ccccc4)c32)c(C)c1	-22%&-11%	35%&7%	?	-6%&-33%	9%&-19%	-3%	0%&0%	0%&-11%	4%&6%
CCOC(=O)N1CCN(S(=O)(=O)CCNC(=O)c2ccccc2)CC1	-21%	-11%	5%[57.1 µM]	6%	-12%	-6%	14%	-5%	-4%
CN(C)/C=C/C(=O)c1cccc([N+](=O)[O-])c1	-13%	-2%	14%[57.1 µM]	-24%	-14%[11.4 µM]	-4%	16%	-2%	4%
Cc1cc(=O)oc2c(C)c(OC(C)C(=O)NCC(O)c3ccccc3)ccc12 (stereo unspecified)	2%	22%	10%	-19%	5%	0%	20%	2%	0%
COc1ccc(NC(C)=O)cc1NC(=O)CN1CCN(c2ccc(F)cc2)CC1	-5%	0%	8%[57.1 µM]	7%	-16%	i	3%	-3%	4%
CSc1ncccc1C(=O)OCC(=O)Nc1cccc(S(=O)(=O)N2CCOCC2)c1	-14%	8%	22%	21%	-25%	-10%	12%	-9%	-12%
CCOc1ccccc1NC(=O)CN1C(=O)COc2ccc(S(=O)(=O)Nc3ccccc3)cc21	-26%	20%	23%	11%	-14%	-3%	-1%	37%[activator]	-2%
CCOC(=O)c1c(CN2CCN(Cc3ccccc3)CC2)n(C)c2cc(Br)c(OC)cc12	-16%	37%	10%	-14%[11.4 µM]	-20%[11.4 µM]	-5%	-13%	-6%	-13%
Cc1ccc(NC(=O)CSc2nc(C)cc(C)c2C(=O)Nc2cccc(C)c2)cc1	-6%	49%[activator]	8%	-4%	1%	1%	5%	6%	6%
OC(COc1ccc2c(c1)OCO2)CN1CCN(c2ccc(F)cc2)CC1 (stereo unspecified)	-7%	31%	15%	13%	-11%	6%	6%	-5%	14%
CN1C(=O)C(C)(C)c2cc(S(=O)(=O)NCCc3ccc(Cl)cc3)ccc21	421%[activator]	35%[activator]	3%[57.1 µM]	7%	-6%	7%	-3%	-5%	1%
Cc1ccc(S(=O)(=O)NCCc2csc3nc(-c4ccccc4C)nn23)cc1	-10%	19%	11%[57.1 µM]	-6%	-2%	0%	-2%	0%	0%
CS(=O)(=O)Oc1ccc(/C=C2\C(=N)N3N=C(CC(=O)N4CCOCC4)SC3=NC2=O)cc1Cl	27%	32%	12%	11%	14%	4%	-2%	0%	-12%
Cc1sc(NC(=O)c2cc(-c3ccccc3)nc3ccccc23)c(C(N)=O)c1C	-9%	19%	-12%	-39%	-14%	-6%	nt	41%[activator]	2%
CN(CC(=O)N1CCCC1)S(=O)(=O)c1ccc2ccccc2c1	1%	9%	30%	17%	-16%	i	6%	-6%	-7%
CN(C)c1ccc(NC(=O)CSc2nc3c(c(=O)[nH]2)CCCC3)cc1	-12%	-7%	5%	-20%	?	-6%	0%	?	65%[activator]
CCOCCn1c(CN(Cc2ccccc2)Cc2ccccc2)nc2c1c(=O)n(C)c(=O)n2C	-12%	21%	7%[57.1 µM]	0%	?	-2%	-7%	-4%	-2%
COC1=C(Nc2ccccc2)C(=O)C(OC)=C(Nc2ccccc2)C1=O	-11%	20%[57 µM]	-4%[2.29 µM]	-18%	-17%	i	14%	0%	4%
COc1cc(C)c(CN2CCN(c3ncccn3)CC2)cc1C	?	?	14%	3%	50µM*	i	-6%	-3%	-16%
Cc1cc(C)c(-c2cc(C(=O)Nc3cc(C)ccc3C)[nH]n2)c(O)c1	0%	46%[activator]	10%	0%	-2%	4%	-17%	16%	0%
CCn1cc(S(=O)(=O)CC(=O)NC2CCCCC2)c2ccccc21	0%	23%	26%	18%	-9%	0%	-6%	10%	0%
CCOc1ccc(NC(=O)c2ccc3nc(Cc4ccccc4)oc3c2)cc1	-8%	19%[57 µM]	19%[57.1 µM]	7%	-12%	-8%	1%	-9%	4%
CCC(C)Sc1ccc(-c2nc3ccc(C)cn3c2NC2CCCCC2)cc1 (stereo unspecified)	nt	26%	33%	-2%	?	-9%	-12%	1%	-3%
Cc1ccc(NC(=O)C(Cc2ccccc2)N2C(=O)C3C4CCC(C4)C3C2=O)cc1Cl (stereo unspecified)	-36%	14%	10%	-1%	-23%	-1%	-1%	-1%	2%
COc1ccnc2c1c(=O)n(Cc1ccc(Cl)cc1)c(=O)n2C	11%	17%[57 µM]	1%	3%	-10%	7%	-1%	8%	?
O=C(CCC(=O)Nc1ccccc1Cl)NNC(=O)C1CCCCC1	4%	43%[activator]	20%	-31%	-6%	i	4%	-4%	-3%
CC(C)C(=O)Nc1cc2c3c(c1)CCC(=O)N3CCC2	-6%	24%	?	-20%	?	6%	-5%	1%	-1%
O=C(c1nc2ncccn2n1)N1CCc2ccccc2C1	i	25%	2%[57.1 µM]	4%	0%	-4%	-3%	-4%	3%
COc1ccc(S(=O)(=O)N(C)c2ccc(OCC(=O)Nc3cc(C)on3)cc2)cc1	?	-7%	1%	10%[11.4 µM]	-11%[11.4 µM]	-3%	-6%	3%	-19%
O=C(COC(=O)c1cccc(F)c1)Nc1ccc2c(c1)OCCO2	0%	36%	2%	30%	-11%	2%	3%	-1%	0%
COCCNC(=S)N/N=C/c1ccc2c(c1)OCCO2	?	51%[activator]	-7%	-3%	-5%	i	1%	1%	19%
COc1ccc(Oc2nc3c(C)cccn3c(=O)c2/C=C(\C#N)C(N)=O)cc1	0%	2%	17%[57.1 µM]	2%	-12%	-1%	-3%	0%	2%
COc1ccc2c(Cl)c(-c3nnc(SCC(N)=O)n3C)sc2c1	1%	17%	-2%	15%	-18%	1%	5%	4%	2%
